POLH inh – blocks human DNA polymerase eta activity | Potency, µM (series often up to 114 µM), without a hit: top-dose activity change, negative = inhibition, hits mostly inhibitors | recombinant Pol eta, fluorescent DNA replication assay | hit rate 1.2% among 390,000 | Q9Y253; note: % is set by controls: 0 for no effect and ±100 for the full control effect
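Fluorescent replication assay: 50 nM final substrate added after a 15 min room-temperature compound preincubation with 10 nM enzyme. Signal taken at 0 min and again at 10 min.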
G9a inh – blocks human histone lysine methyltransferase G9a; G9a H3K9 monomethylation, AlphaScreen, 2 h; Potency, µM (highest dose often 102 µM), inactives show at the top dose activity, negative = inhibition, most hits filed as inhibitors; hit rate 8.8% among 350,000; note: % is set by controls: 0 for no effect and ±100 for the full control effect; nearly all actives have a fitted effect of over 75% in size
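Quantitative HTS format: methyltransferase activity on a biotin-tagged H3K9 peptide is measured by AlphaScreen, using a rabbit anti-monomethyl-H3K9 antibody with streptavidin donor and anti-IgG acceptor beads. Final levels are 20 nM enzyme, 500 nM peptide, 20 uM SAM; 2 h RT.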
APEX1 inh – APE1 (human) endonuclease inhibition; Potency, µM (highest dose often 65.8 µM), for inactives: at the highest dose activity change, negative = inhibition, usual class: inhibitors; P27695; AID 2517; hit rate 0.35% among 350,000; recombinant APE1, TAMRA/BHQ-2 abasic DNA cleavage fluorescence;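 note: plate controls were vehicle for no effect and reference inhibitor for full effect; nearly all actives have a fitted effect of over 55% in size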
Target sequence (P27695 whole entry, looked up): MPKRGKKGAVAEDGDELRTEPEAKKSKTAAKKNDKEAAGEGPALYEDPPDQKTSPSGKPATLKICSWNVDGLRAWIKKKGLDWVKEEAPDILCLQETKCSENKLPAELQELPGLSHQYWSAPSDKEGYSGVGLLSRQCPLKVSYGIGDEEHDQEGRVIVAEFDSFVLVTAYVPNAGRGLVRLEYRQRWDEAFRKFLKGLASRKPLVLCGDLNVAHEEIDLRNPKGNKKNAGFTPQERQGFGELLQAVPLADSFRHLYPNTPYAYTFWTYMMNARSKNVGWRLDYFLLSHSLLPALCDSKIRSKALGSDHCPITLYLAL
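APE1 at 0.75 nM preincubated 15 min at room temperature with compound. Reaction then started with 50 nM double-stranded THF-abasic substrate labelled with TAMRA/BHQ-2, and 525/598 nm fluorescence read kinetically. Activity taken as third-minus-first read difference, normalized to DMSO and NSC13755 controls.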
POLB inh – DNA polymerase beta (human) inhibition | P06746 | Potency, µM (doses to about 114 µM), inactives show at the highest dose activity change, negative = inhibition, usual class: inhibitors | hit rate 1.3% among 340,000 | Pol beta primer extension/strand displacement, fluorescence kinetic; note: % is set by controls: 0 for no effect and ±100 for the full control effect
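Pol beta (10 nM) and compounds were preincubated 15 min at room temperature, then 50 nM substrate (final) started primer extension/strand displacement. Reads were taken at 0 and 10 min; concentration-response data were fitted to a four-parameter Hill equation.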
BLM inh – Bloom syndrome helicase (human) inhibition | AID 2528 | Potency, µM (series often up to 56.1 µM), for inactives: at the highest dose activity change, negative = inhibition, usual class: inhibitors | recombinant BLM DNA unwinding, fluorescence dequenching | P54132 | hit rate 0.2% among 350,000;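 note: plate controls were vehicle for no effect and no enzyme for full effect; nearly all actives have a fitted effect of over 35% in size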
Pol iota inh – blocks human DNA polymerase iota activity | AID 588590 | Q9UNA4 | hit rate 1% among 390,000 | Potency, µM (series often up to 115 µM), for the others: at the highest dose activity, negative = inhibition, actives largely listed as inhibitors | Pol iota fluorescent replication assay, 10 min
Target sequence (Q9UNA4 whole entry, looked up): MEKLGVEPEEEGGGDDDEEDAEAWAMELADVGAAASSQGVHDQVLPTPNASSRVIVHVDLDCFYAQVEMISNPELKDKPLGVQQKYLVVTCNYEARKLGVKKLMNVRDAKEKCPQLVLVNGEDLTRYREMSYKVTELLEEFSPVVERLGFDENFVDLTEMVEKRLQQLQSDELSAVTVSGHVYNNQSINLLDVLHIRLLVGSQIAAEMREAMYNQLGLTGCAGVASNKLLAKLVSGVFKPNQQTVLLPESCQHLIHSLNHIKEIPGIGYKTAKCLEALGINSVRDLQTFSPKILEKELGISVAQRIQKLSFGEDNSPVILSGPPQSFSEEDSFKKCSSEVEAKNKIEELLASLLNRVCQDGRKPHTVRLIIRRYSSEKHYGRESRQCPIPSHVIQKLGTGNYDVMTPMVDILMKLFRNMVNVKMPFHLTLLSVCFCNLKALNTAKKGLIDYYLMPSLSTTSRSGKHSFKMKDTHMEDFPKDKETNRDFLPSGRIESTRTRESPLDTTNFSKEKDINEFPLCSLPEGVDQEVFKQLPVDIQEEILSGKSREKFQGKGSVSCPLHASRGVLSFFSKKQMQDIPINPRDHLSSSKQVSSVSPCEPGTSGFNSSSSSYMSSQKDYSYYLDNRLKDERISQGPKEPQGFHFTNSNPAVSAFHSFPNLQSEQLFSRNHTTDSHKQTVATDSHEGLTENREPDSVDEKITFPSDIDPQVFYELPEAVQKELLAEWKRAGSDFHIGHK
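Pol iota at 10 nM preincubated 15 min with compounds at room temperature; reaction started with fluorescent substrate, 50 nM final. Fluorescence read kinetically at 0 and 10 min; buffer-only wells as negative control.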
BAZ2B block – blocks human BAZ2B. hit rate 4.4% among 360,000. Q9UIF8. Potency, µM (series often up to 114 µM), inactives show top-dose activity change, negative = inhibition, actives largely listed as inhibitors. AlphaScreen BAZ2B-H3K14Ac peptide displacement; note: % is set by controls: 0 for no effect and ±100 for the full control effect; nearly all actives have a fitted effect of over 60% in size
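Multi-concentration screen (max 110 uM) measuring displacement of acetylated histone H3 peptide from BAZ2B by AlphaScreen, using 50 nM protein, 50 nM peptide and 10 ug/mL streptavidin donor plus Ni-chelate acceptor beads.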
POLK inh – inhibitors of human DNA polymerase kappa | hit rate 0.53% among 400,000 | AID 588579 | purified Pol kappa, fluorescent DNA synthesis assay, 10 min | Q9UBT6 | Potency, µM (highest dose often 107 µM), without a hit: at the top dose activity, negative = inhibition, actives largely listed as inhibitors; note: % is set by controls: 0 for no effect and ±100 for the full control effect
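First, compounds were pin-transferred onto 10 nM Pol kappa. After 15 min at room temperature, substrate was added to 50 nM final. Fluorescence was then measured kinetically at 0 and 10 min.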
JMJD2A Tudor inh – JMJD2A Tudor domain (human) inhibition; Potency, µM (titrated, usually from 114 µM), without a hit: top-dose activity change, negative = inhibition, actives largely listed as inhibitors; hit rate 4.4% among 390,000; AlphaScreen JMJD2A-Tudor / H3K4me3 peptide binding; note: % is set by controls: 0 for no effect and ±100 for the full control effect; nearly all actives have a fitted effect of over 50% in size
Numbers without * were called inactive; ? = inconclusive; . = not tested or not shown; [ ] = remark or other dose. Calls come from the whole dose curve; as a rule, active = well fitted curve in the direction sought with a large enough effect; inconclusive = small, poorly fitted or top-dose-only effect, or another doubt; inactive = no such curve, though single readings can be large; an effect the other way counts as inactive or inconclusive. Potency is the fitted concentration of half-maximal effect. Some of the compounds tested; the hit share may differ from the screen's.

SMILES | POLH inh | G9a inh | APEX1 inh | POLB inh | BLM inh | Pol iota inh | BAZ2B block | POLK inh | JMJD2A Tudor inh
Cc1nc2ccccc2c(=O)n1-c1ccc(NS(=O)(=O)c2ccc(F)cc2F)cc1 | -9% | 1% | 31% | . | . | -7% | -2% | -2% | 2%
CCn1ncc(Cl)c1C(=O)Nc1ccncc1 | -8% | 6%[2.33 µM] | -2% | ? | -6% | 18% | 3% | -9% | -9%
N#CC1=C2SCCN2C(=O)C(C#N)C12CCCCC2 (stereo not given) | 5% | 22µM* | 7% | 11% | -2% | 1% | -38% | 3% | -25%
Cc1cc(NC(=O)CSc2nc(Cc3ccc(O)cc3)c(C)[nH]2)no1 | 1% | -48%[59 µM] | 6% | 4% | 0% | ? | ? | -16% | -11%
O=C(/C=C/c1ccccc1)NCCC1=CCCCC1 | -18% | -3%[59 µM] | 13% | -2% | -1% | 26% | 10% | -7% | -6%
COc1cc2c(cc1OC)-c1cc(NC3CCCCC3)nc(=O)n1CC2 | -2% | ? | -1% | 12% | 2% | 17% | -3% | -5% | -17%
COc1ccc(Nc2cc(Nc3ccccc3)ncn2)cc1 | 5% | 26% | 4% | 39% | 2% | 8% | 0% | -6%[60.1 µM] | -1%
c1ccc(-c2ccncc2)nc1 | 10% | -3%[0.501 µM] | ? | . | . | ? | -4% | -11% | -11%
CCC1CN(C(=O)Nc2ccccc2F)c2cc(C)ccc2O1 (stereo not given) | 4% | -3%[59 µM] | . | -11% | -3% | 30% | 32% | -5% | 37%[activator]
COc1cccc(-c2nc3cc(C)ccc3o2)c1 | -12% | 221%[activator] | -3% | 14% | 3% | 1% | 342%[activator] | -7% | 103%[activator]
CC(C)c1ccc(O)c(C(=O)c2cnn(-c3ccccc3)c2)c1 | -22% | . | . | . | . | -17%[58.9 µM] | . | -14% | 12%
Cc1ccc(F)c(CNC(=O)C2CCC(=O)N(CCCN3CCCC3=O)C2)c1F (stereo not given) | -7% | -8% | 22% | -2% | 1% | 43%[activator] | -3% | 2% | -9%
CC(=O)Nc1ccc(S(=O)(=O)NCCCc2ccccc2)cc1 | -8% | . | 11% | 15% | -9% | 54%[activator] | 9% | -22% | -19%
CCOc1ccnc2c1c(=O)n(Cc1cc(OC)cc(OC)c1)c(=O)n2C | -3% | 124%[activator][59 µM] | -6% | 3% | 0% | ? | 18% | -5% | -12%
CCN(CC)C(=O)c1[nH]cnc1C(=O)NCc1ccccc1 | 0% | . | -13% | . | . | -5% | . | 1% | -25%
CCCNC(=O)Cn1c(=O)cc(C)c2c(C)nn(-c3cccc(F)c3)c21 | -5% | -7%[59 µM] | . | -1% | 4% | -4% | 0% | -15%[60.1 µM] | -15%
O=C(NCc1ccco1)c1ccc(CNc2c(N3CCCCC3)c(=O)c2=O)cc1 | -16% | 22% | ? | 22% | 0% | 7% | -6% | -6% | -8%
Cc1ccccc1N1CCN(C(=O)CN2C(=O)c3ccccc3C2=O)CC1 | -7% | ? | -2% | -18% | 3% | ? | -23% | -7% | -12%
CCCc1cc(C(=O)Cc2nc3ccccc3s2)c(O)cc1O | -16% | 31% | -9% | -1% | -7% | ? | 0% | -15% | -20%
CC(C)NC(=O)Nc1cccc2c1O[C@H](CN(C)C(=O)NC(C)C)[C@@H](C)CN([C@H](C)CO)C2=O | -5% | . | 36% | . | . | 31%[activator] | . | 9% | -8%
N=c1ccn(Cc2cccc(Cl)c2)cc1 | -12% | 9% | -3% | 18% | 8% | 13% | -2% | -8% | -4%
CN1CCN(c2nc(NCc3ccco3)nc(N)c2[N+](=O)[O-])CC1 | -15% | ? | -3% | -3% | 2% | 52%[activator] | -12% | -9% | -26%
CCOc1ccc(N(CC(=O)NC(C)CC)S(C)(=O)=O)cc1 (stereo not given) | -10% | -39% | 25% | 25% | -5% | -2% | 9% | -2% | 1%
Cc1cc(C)cc(-n2c(SCC(=O)NCc3ccc4c(c3)OCO4)nc3ccccc3c2=O)c1 | -21% | 31%[59 µM] | -1% | -8% | 2% | -2% | 6% | -24% | -4%

Laid out differently: results already given
Structure: CC(C)NC(=O)Nc1cccc2c1O[C@H](CN(C)C(=O)NC(C)C)[C@@H](C)CN([C@H](C)CO)C2=O
  POLH inh: -5%
  G9a inh: .
  APEX1 inh: 36%
  POLB inh: .
  BLM inh: .
  Pol iota inh: 31%[activator]
  BAZ2B block: .
  POLK inh: 9%
  JMJD2A Tudor inh: -8%
Structure: N=c1ccn(Cc2cccc(Cl)c2)cc1
  POLH inh: -12%
  G9a inh: 9%
  APEX1 inh: -3%
  POLB inh: 18%
  BLM inh: 8%
  Pol iota inh: 13%
  BAZ2B block: -2%
  POLK inh: -8%
  JMJD2A Tudor inh: -4%
Structure: CN1CCN(c2nc(NCc3ccco3)nc(N)c2[N+](=O)[O-])CC1
  POLH inh: -15%
  G9a inh: ?
  APEX1 inh: -3%
  POLB inh: -3%
  BLM inh: 2%
  Pol iota inh: 52%[activator]
  BAZ2B block: -12%
  POLK inh: -9%
  JMJD2A Tudor inh: -26%

(next part)
SMILES | POLH inh | G9a inh | APEX1 inh | POLB inh | BLM inh | Pol iota inh | BAZ2B block | POLK inh | JMJD2A Tudor inh
Cc1cc(C)nc(SCc2nnc(SCc3ccc([N+](=O)[O-])cc3)n2Cc2ccco2)n1 | -19% | ? | -1% | 36% | -9% | 15% | -12% | -17% | -27%
c1ccc(Cn2nnc3c(Nc4ccc5c(c4)OCO5)nc(C4CC4)nc32)cc1 | -10% | -18%[59 µM] | 1% | -14% | -6% | 69%[activator] | ? | -5% | -35%
CCn1c(SCc2ccc(C)cc2)nnc1-c1cnccn1 | 0% | -11%[59 µM] | -6% | 10% | 0% | 21% | 1% | -5% | -1%
O=C(O)c1cnn(-c2ccccc2)c1-c1ccccc1 | -3% | 9%[59 µM] | 1% | 2% | -2% | 11% | 2% | 1% | 8%
CC(C)(C)c1nnc(NC(=S)Nc2ccccc2)s1 | -13% | 12% | 7% | -11% | -10% | 40%[activator] | ? | -2% | -16%
COc1ccc(CNC(=O)CN2C(=O)CC(c3ccccc3)=Nc3ccccc32)cc1 | -1% | 9% | -4% | ? | -4% | 31%[activator] | -1% | -12% | -16%
Cc1noc(C)c1CSc1nnc(-c2cc(Cl)ccc2Cl)n1N | -3% | -9% | -2% | 22% | -3% | ? | 5% | 2% | -18%
COc1ccccc1-c1cc2nc(C)cc(C)n2n1 | -20% | 21% | 2% | 89µM* | 0% | 41%[activator] | -3% | 0% | 12%
COC(=O)N=Nc1c(O)n(Cc2ccccc2)c2ccccc12 | -17% | 15% | 0% | -2% | 0% | 22% | -21% | 2% | -18%
COc1cc(/C=N/NC(=O)c2cc3ccccc3[nH]2)ccc1O | ? | ? | 40%[activator] | ? | -21% | -1% | -24% | -18% | -18%
CCCCN1CC(O)=C(c2nc(-c3ccc(Br)cc3)cs2)C1=N | ? | . | -4% | 5µM* | -10% | 14% | -4% | 1% | ?
Cn1ncc(Br)c1C(=O)O | 3% | 9% | 4% | -22% | -4% | 0% | -4% | -1% | -12%
CCOC(=O)c1cc(-c2ccc(C)cc2)n(CCC(=O)Nc2cc(Cl)ccc2C)c1C | ? | 4%[59 µM] | . | 14% | 1% | 30%[activator] | -1% | 0% | -7%
CCc1cc(C(=O)N2CCCC(CCC(=O)NCc3cccc(OC)c3)C2)no1 (stereo not given) | -25% | . | -5% | 1% | -1% | 27% | 4% | -5% | 1%
COc1ccccc1N1C(=O)C=C(Sc2nc(C)cc(C)n2)C1=O | -6% | 0.45µM* | -3% | -2% | 2% | -17% | ? | -12% | 7.9µM*
COC(=O)c1cc2sccc2n1Cc1ccc(F)cc1Cl | -5% | 68%[activator][59 µM] | . | 14% | -3% | -6% | 133%[activator] | -22% | -7%
O=C(CS(=O)CC(=O)N(CC(=O)NC1CCCC1)C1CCCC1)Nc1ccc(F)cc1 (stereo not given) | 0% | 3%[59 µM] | 12% | 31% | -4% | -7% | 13% | 0% | -12%
O=C(NC(=S)Nc1nc(-c2ccc(Br)cc2)cs1)c1ccco1 | -8% | 5% | 0% | -2% | -3% | 2% | 5% | -3% | 4%
O=C(Cc1csc(Nc2nc(=S)[nH]c3ccccc23)n1)N1CCN(c2cccc(Cl)c2)CC1 | -2% | 8% | -2% | 1% | -6% | 138%[activator] | 2% | -5% | -31%
COc1cc(NC(=O)c2cccnc2SC)cc(OC)c1 | -1% | 2% | -1% | 1% | -2% | 114%[activator] | 2% | -11% | -14%
CCOc1ccc(C(C)NC(=O)c2ccc3c(c2)NC(=O)C(C)S3)cc1OCC (stereo not given) | 0% | 3%[59 µM] | -6% | . | . | -16% | 4% | -1% | -11%
Cc1ccc(CN2CCc3[nH]c(=O)[nH]c(=O)c3C2)cc1 | -15% | -2% | -4% | -10% | -1% | -7% | -5% | -16% | -29%
CCOC(=O)c1[nH]cnc1C(=O)Nc1ccc(Cl)cc1 | 8% | 3% | 2% | 27% | -3% | 12% | -15% | -8% | -8%
COC(=O)Nc1ccc2c(c1)OCO2 | 12% | ? | 0% | 3% | -22% | 50% | -31% | -12% | -29%
COc1ccccc1NS(=O)(=O)c1cc(NC(=O)c2cc[n+]([O-])cc2)ccc1N1CCCC1 | -2% | ? | ? | 0% | -15% | 2% | . | -19% | 63µM*
O=C(Cc1ccc(NC2=NC3CS(=O)(=O)CC3S2)cc1)NCc1ccccc1 (stereo not given) | -1% | -4% | 10% | 3% | 0% | 17% | 9% | -3% | -18%
COc1cccc(N2CCN(C3CC(=O)N(c4ccc(F)c(Cl)c4)C3=O)CC2)c1 (stereo not given) | -12% | ? | 4% | 4% | -7% | 19% | -36% | -6% | -29%
CCOc1ccc(NC(=O)NNC(=O)c2ccc(CC)s2)cc1 | -8% | . | 2% | 79µM* | -9% | ? | -32% | -17% | -34%
CC(C)Sc1nc(N2CCOCC2)c2c(c1C#N)CC(C)(C)SC2 | -9% | 10% | -4% | 33% | -7% | 19% | -12% | -5% | -11%
CS(=O)(=O)Nc1cccc(-c2nccc(Nc3ccc(F)cc3)n2)c1 | . | -27%[0.501 µM] | -1% | . | -4% | . | . | 0%[60.1 µM] | .
CCCCC(=O)Nc1ccccc1Oc1ccccc1 | 1% | 48% | -4% | ? | -5% | -16% | 16% | -14% | 27%
COc1ccc(NC(=O)Cn2nc(C)c3ccccc3c2=O)cc1 | -14% | 9%[59 µM] | 17% | 6% | 2% | 16% | 1% | 3% | -8%
CN(CCO)c1ccc(-c2nn(C)c(=O)c3ccccc23)cc1[N+](=O)[O-] | -9% | -7% | 1% | 4% | -4% | -1% | -20% | -20% | -23%

Screens (PubChem)
